Bioassay records deposited in PubChem by Broad Institute.
CASP6 VEID inh – blocks human caspase-6 cleavage activity | purified caspase-6, Z-VEID-R110 cleavage fluorescence | inhibition, % at 12.5 µM | hit rate 0.53% among 350,000 | AID 686996;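 active = mean inhibition across replicates at least about 35%, with every replicate also reaching that limit, limit read from the data; inconclusive = only one of the two criteria met; inactive = neither criterion met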;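 note: 0% = median of neutral control wells and 100% = no fluorescence left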
Target sequence (P55212 24-179 limits assumed): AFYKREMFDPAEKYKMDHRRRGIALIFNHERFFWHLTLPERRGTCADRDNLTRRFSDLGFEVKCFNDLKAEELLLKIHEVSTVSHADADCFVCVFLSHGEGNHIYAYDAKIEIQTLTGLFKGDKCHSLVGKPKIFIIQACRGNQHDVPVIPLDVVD
Target sequence (P55212 194-293 limits assumed): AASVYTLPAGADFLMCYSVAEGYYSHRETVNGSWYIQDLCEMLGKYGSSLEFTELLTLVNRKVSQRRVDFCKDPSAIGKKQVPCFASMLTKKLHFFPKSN
CFTR F508del cor – CFTR F508del correction in bronchial cells | CFBE cells, YFP halide quenching; stimulated with forskolin plus potentiator P3; % fluorescence drop versus neutral controls | activity (quench increase), % at 7.58 µM | hit rate 0.36% among 350,000;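 active = mean added fluorescence quench of at least 8% versus neutral control, with both replicates also reaching 8%; inconclusive = only one of the mean or replicate conditions met; inactive = mean below 8% and not both replicates reaching 8%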;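 note: cells transiently co-express mutant CFTR-F508del with the halide-sensitive YFP; corrector assay measuring rescue of mutant channel to the surface after 24 h compound exposure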
RAD54 branch – RAD54 (human) branch migration inhibition | hit rate 0.14% among 360,000 | inhibition, % at 10.4 µM | RAD54 Holliday junction branch migration, FAM/BHQ fluorescence | Q92698;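 active = mean normalized replicate activity at least 40 and at least half of replicates scoring 40 or more; inconclusive = only one of the two criteria met; inactive = mean below 40 and under half of replicates reaching 40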;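 note: 0% = median of neutral control wells and 100% = median of positive control wells; inhibitors cause a drop in the FAM fluorescence signal; in these data hits start at about 50%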
Target sequence (Q92698 whole entry, looked up): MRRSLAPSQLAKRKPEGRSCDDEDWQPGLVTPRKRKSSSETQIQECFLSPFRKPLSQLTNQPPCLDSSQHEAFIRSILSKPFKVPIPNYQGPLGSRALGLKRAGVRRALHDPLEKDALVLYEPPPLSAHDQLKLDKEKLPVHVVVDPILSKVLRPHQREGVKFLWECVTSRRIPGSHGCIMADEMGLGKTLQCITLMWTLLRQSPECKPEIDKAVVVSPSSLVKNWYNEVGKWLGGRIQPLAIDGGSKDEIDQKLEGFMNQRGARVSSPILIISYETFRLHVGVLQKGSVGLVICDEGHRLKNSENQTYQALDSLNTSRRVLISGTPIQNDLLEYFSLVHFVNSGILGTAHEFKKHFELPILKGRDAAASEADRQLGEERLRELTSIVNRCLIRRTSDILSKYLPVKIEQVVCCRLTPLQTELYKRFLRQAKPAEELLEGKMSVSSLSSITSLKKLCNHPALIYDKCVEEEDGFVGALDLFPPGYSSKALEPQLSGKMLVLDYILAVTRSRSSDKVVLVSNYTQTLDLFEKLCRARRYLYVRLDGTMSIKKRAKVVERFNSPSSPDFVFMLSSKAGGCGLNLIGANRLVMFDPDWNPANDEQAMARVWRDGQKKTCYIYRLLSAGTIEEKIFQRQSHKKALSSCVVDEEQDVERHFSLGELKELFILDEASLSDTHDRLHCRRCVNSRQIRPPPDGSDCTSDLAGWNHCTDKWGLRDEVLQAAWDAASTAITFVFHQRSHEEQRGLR
E-selectin induc – induces E-selectin expression in human endothelial cells; P16581; hit rate 0.37% among 260,000; activation, % at 7.58 µM; HUVEC E-selectin immunofluorescence imaging; normalized: neutral wells 0, TNF-alpha wells 100;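 active = mean E-selectin-positive cell signal at least 10% of the positive control, reached in at least 60% of replicates, without over 20% cell loss; inconclusive = no rule given, readout overlaps actives, possibly toxicity-flagged; inactive = the rest, including those meeting only one limit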;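 note: in these data hits start at about 27%; measured in HUVEC primary endothelial cells; signal is the percent of cells scored E-selectin positive by PE staining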
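Assay system: HUVEC, human umbilical vein endothelial cells / Amount: 3,000 HUVEC/well / Controls: TNF-alpha positive control, DMSO neutral control / Compound dosing: single concentration / Medium: EGM-2 over gelatin coat / Evaluation: percent E-selectin-positive cells / Signal: immunofluorescence imaging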
XiGFP reactiv – activators of X-chromosome reactivation in mouse fibroblasts; XiGFP mouse fibroblasts, % GFP-positive cells imaging, 3 d; cells co-treated with 5-aza-dC sensitizer; scaled so ellipticine positive control = 100%; activation, % at 7.58 µM; hit rate 0.055% among 360,000; AID 743238;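 active = mean normalized replicate activation at least 10% and every replicate at or above 10%; inconclusive = only one of the two criteria met; inactive = mean below 10% and not all replicates reach 10%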;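 note: 0% = median of on-plate neutral control wells and 100% = ellipticine 6 µM median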
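Schedule: 3 d treatment, 15 min room-temperature fixation; system: 68-5-11 XiGFP fibroblast line; buffer or medium: DMEM plus 5-aza-dC sensitizer; control set: ellipticine 6 µM positive control; compound: one concentration, pinned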
GSIS activator – GLuc luminescence reporter in INS-1E cells, primary screen for activators of glucose-dependent secretion of insulin | INS-1E GLuc reporter insulin secretion, 2-3 h | activation, % at 16.6 µM | hit rate 0.61% among 370,000;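 active = lowest replicate activation of at least 40%, so every replicate reaches that level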;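 note: 0% = median of neutral control wells and 100% = median of IBMX positive control wells; some compounds called inactive have numbers as strong as hits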
DENV2 CPE rescue – protects cells from dengue virus 2 cytopathic effect; DENV2-infected cells, cytopathic effect rescue, plate reader; CPE inhibition, % at 9.99 µM; hit rate 1.7% among 350,000; AID 651640; in the data active = CPE inhibition above about 20%, passing the limit was not always enough; inconclusive = no clear call, values can overlap the other calls; tested in BHK-21 cells;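 note: 0% = median of neutral control wells and 100% = median of positive control wells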
RAD52 anneal inh – blocks human RAD52 DNA annealing | recombinant RAD52 DNA annealing, FRET fluorescence | inhibition, % at 18.7 µM | hit rate 0.46% among 360,000 | AID 651710;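 active = every replicate showing at least 50% inhibition; inconclusive = mean inhibition at least 50% but not in every replicate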
Active calls of the source: *; ? = inconclusive; . = not tested or not shown.

SMILES	CASP6 VEID inh	CFTR F508del cor	RAD54 branch	E-selectin induc	XiGFP reactiv	GSIS activator	DENV2 CPE rescue	RAD52 anneal inh
COc1cccc(CN2CC3(CCN(C(C)=O)CC3)c3c(n(C)c4cc(OC)ccc34)[C@H]2CO)c1	.	0.8	.	-0.1	0.2	-4	-2	.
O=C(NCc1nnc(SCC(=O)N2CCN(c3ccccc3)CC2)o1)c1ccccc1	-3	0.2	4	-0.6	-0.1	16	7	4
CNC(=O)C[C@@H]1CC[C@@H]2[C@H](COc3ccc(NC(=O)Nc4cc(C)cc(C)c4)cc3C(=O)N2C)O1	3	2.7	0	0.0	0.2	3	3	4
COc1ccccc1C(=O)N1[C@@H](C(C)C)COc2cc(Br)ccc2S1(=O)=O	-1	-3.8	-1	-0.2	0.1	8	78*	-1
C[C@@H]1CN([C@@H](C)CO)C(=O)Cc2cc(NC(=O)C3CCCCC3)ccc2O[C@@H]1CN(C)S(=O)(=O)c1cn(C)cn1	2	-0.7	-4	-0.2	0.1	6	5	20
CCN(CC)C(=O)CSc1nc2cc(S(=O)(=O)N3CCOCC3)ccc2n1CC	-1	-2.3	11	-0.1	-0.1	51	18	-8
CC(C)CNc1cccc2c1S(=O)(=O)N[C@H](C)CO2	2	3.6	.	1.1	0.2	25	3	1
C[C@H]1CN([C@@H](C)CO)C(=O)Cc2cc(NC(=O)CCC(F)(F)F)ccc2O[C@@H]1CN(C)Cc1ccc(C(=O)O)cc1	2	4.0	3	.	-1.3	11	-4	-2
CCC(=O)Nc1ccc2c(c1)C(=O)N(C)C[C@H](OC)[C@@H](C)CN(C(=O)CC1CC1)[C@@H](C)CO2	.	4.6	7	0.1	0.2	-13	-1	0
CCNC(=O)C[C@H]1CC[C@@H]2[C@H](COC[C@@H](O)CN2C(=O)c2ccccn2)O1	.	1.2	1	0.0	0.6	4	4	.
CCS(=O)(=O)Nc1ccc2c(c1)C(=O)N(C)C[C@@H](OC)[C@H](C)CN(C(=O)NC(C)C)[C@H](C)CO2	.	-1.0	-8	-0.1	0.3	-14	3	12
C[C@H]1CN(Cc2ccccc2)C(=O)[C@@H]1CC(=O)Nc1ccccc1	-2	-4.9	.	0.0	-0.1	-3	17	-8
CS(=O)(=O)Nc1nnc(SCC(=O)Nc2cccc([N+](=O)[O-])c2)s1	1	-0.2	.	.	-0.1	-17	6	-7
Cc1ccc(S(=O)(=O)Nc2ccc3c(c2)C(=O)N([C@H](C)CO)C[C@H](C)[C@H](CN(C)C(=O)c2ccccc2)OCCCC[C@@H](C)O3)cc1	1	3.0	-2	.	0.0	16	0	21
COCCN(C(=S)Nc1ccc(OC)cc1)C1CCN(C(C)C)CC1	.	.	0	0.2	0.1	42	.	.
O=C(CSc1nncs1)NCc1ccc(F)cc1	-1	-0.6	.	0.2	0.1	-7	1	-8
C[C@H](CO)N1C[C@H](C)[C@H](CN(C)C)Oc2cc(C3=CCCC3)ccc2S1(=O)=O	-12	-1.7	9	-0.2	-1.1	-8	13	6
CCOc1ccc(CCNC(=O)c2cccc(NC3=NC4CS(=O)(=O)CC4S3)c2)cc1OCC (centres undefined)	2	-0.4	8	3.4	-0.1	.	-3	4
COc1ccc(C)cc1NC(=O)C(Sc1nnc2ccccn12)c1ccccc1 (centres undefined)	.	.	4	1.0	-0.1	-3	.	.
CC(C)NC(=O)N(C)C[C@H]1Oc2ncc(-c3cccc(C#N)c3)cc2C(=O)N([C@@H](C)CO)C[C@@H]1C	1	1.1	2	0.0	-1.0	7	?	5
O=C(Nc1ccc(F)cc1F)c1cccc(S(=O)(=O)N2CCCCC2)c1	13	-3.1	7	-0.3	0.0	-9	-13	-3
CC(=O)NC(=S)Nc1ccc(-c2nc3ccc(C)cc3s2)cc1	-1	-0.2	-11	.	.	0	-5	-34
Cc1cccc(N2CN=C3SCC(=O)N3C2)c1	4	1.0	-12	-0.3	0.0	.	3	-21
O=C(c1ccccc1Cc1ccccc1)N1CCN(S(=O)(=O)c2ccccc2F)CC1	0	-1.7	5	0.6	0.7	-7	10	-13
C[C@H]1CN([C@@H](C)CO)C(=O)c2cc(C#Cc3cccc(F)c3)cnc2O[C@@H]1CN(C)C(=O)c1ccccc1F	0	-5.3	6	0.9	0.1	-14	-3	13
SMILES	CASP6 VEID inh	CFTR F508del cor	RAD54 branch	E-selectin induc	XiGFP reactiv	GSIS activator	DENV2 CPE rescue	RAD52 anneal inh
CCCNC(=O)N1C[C@H]2[C@@H](c3ccccc31)[C@H](CO)N2C(=O)CN1CCOCC1	.	0.7	-19	-0.1	-0.1	17	.	-14
COC1(C2=NCCN2)COc2ccccc2O1 (centres undefined)	0	2.1	-4	-2.6	0.0	.	-4	3
Cc1ccc(/C=N/NC(=O)c2nc3nc(C)cc(C)n3n2)cc1	1	.	.	-1.1	0.7	4	15	0
COc1cc(C(=O)NCC(c2ccco2)N2CCCC2)ccc1OCc1ccc(Cl)cc1Cl (centres undefined)	-1	-1.9	-3	.	0.4	0	1	-226
COc1ccc(S(=O)(=O)N(C)C[C@H]2Oc3cc(C#CC4CCCC4)ccc3S(=O)(=O)N([C@@H](C)CO)C[C@@H]2C)cc1	-6	-2.1	2	-3.1	-0.1	3	-1	-16
CCN(C(=O)CSc1nnc(-c2ccco2)n1C)c1c(N)n(Cc2ccccc2)c(=O)[nH]c1=O	2	0.9	-11	0.0	-0.3	.	-4	-3
CCOc1ccccc1N1CCN(C(=O)c2csc(C)c2CC)CC1	-1	1.9	-9	0.1	0.5	45	-3	-8
O=C(O)c1ccc(S(=O)(=O)NC2CCCCCC2)cc1	2	-3.2	4	.	0.1	12	4	-9
CCOc1cc(C(=O)N(Cc2ccccc2)c2ccc(C)cc2)ccc1OCC(=O)N1CCOCC1	6	-3.7	-13	-0.6	0.5	-19	2	-8
Cc1ccc(S(=O)(=O)Nc2cccc3c2O[C@H](CN(C)CC2CC2)[C@@H](C)CN([C@H](C)CO)C3=O)cc1	-1	-2.0	1	1.1	0.1	-2	20	5
CCCN1C[C@@H](C)[C@H](OC)CN(C)C(=O)c2ccc(NC(=O)C3CCOCC3)cc2OC[C@@H]1C	2	-1.7	5	-0.3	0.3	6	-2	2
Cc1ccc(NC(=O)CN(C)C(=O)CNC(=O)c2ccc3c(c2)OCO3)cc1	2	0.6	0	1.5	0.2	-11	-2	-7
C[C@H](CO)N1C[C@H](C)[C@@H](CN(C)S(=O)(=O)c2cn(C)cn2)OCCCC[C@H](C)Oc2ccc(NS(=O)(=O)c3ccccc3)cc2C1=O	-6	1.9	-2	0.0	0.8	4	-2	1
O=C(CSc1n[nH]c(-c2ccncc2)n1)Nc1ccc(Br)cc1	1	2.0	-6	.	0.4	-41	1	-5
O=C(NC1CC1)c1cccc(NC(=O)C2CCC2)c1	-3	0.2	6	0.0	0.2	16	-6	-9
COc1ccc(S(=O)(=O)N[C@H]2C=C[C@H](CC(=O)N3CCN(c4ccccc4)CC3)O[C@@H]2CO)cc1	0	1.0	-9	-1.8	0.6	-15	.	-5
CN(C)c1ccc(-c2csc(C(C)(O)c3cccc(F)c3)n2)cc1 (centres undefined)	1	-0.3	-5	-0.5	0.0	-26	-9	-18
CCCNC(=O)Nc1ccc2c(c1)C(=O)N(C)[C@@H]1CC[C@@H](CC(=O)NCc3ccccc3)O[C@H]1CO2	0	2.1	-8	0.2	0.1	-9	5	6
O=C(CCCCl)N1CCc2[nH]c3ccccc3c2C1	-8	-2.2	.	0.4	-0.1	6	4	2
CCCC(=O)N1CCC2(CC1)CN(C(C)=O)[C@H](CO)c1c2c2ccc(OC)cc2n1C	-1	-0.2	.	0.3	0.0	18	-6	-1
Cc1ccc(-n2nc(C)c(=O)c(-c3ccccc3)c2NC(=O)C(C)C)cc1	-6	3.9	-4	3.5	0.2	-5	-5	5
COc1ccc(C(=O)COC(=O)C2CCC(=O)N2)cc1 (centres undefined)	1	0.3	.	.	0.0	-1	2	-6
Cc1cc(NC(=O)CSc2nc3cc(Cl)ccc3c(=O)n2Cc2ccco2)no1	-1	-5.8	-4	0.2	0.2	.	-3	-13
Cc1noc(C)c1NC(=O)Nc1ccc2c(c1)CC(=O)N([C@H](C)CO)C[C@@H](C)[C@@H](CN(C)S(=O)(=O)c1c(C)noc1C)O2	0	-2.1	-7	-0.1	-0.1	-1	-5	3
NC(=O)c1ccccc1O	-7	-0.6	7	-0.3	2.1	.	-1	-6
N#Cc1c(Cl)nsc1NN	22	1.2	.	.	0.0	-8	-1	-42
COc1sc(SC)cc1/C=N/NC(=O)c1ccncc1	0	2.3	4	.	0.0	-4	5	11
C[C@H](NC(=O)C1CC(=O)N(c2ccc3c(c2)OCCO3)C1)C(=O)N1CCC(C(=O)O)CC1 (some centres undefined)	-3	-3.9	.	17	0.2	5	-2	-7
CCOc1ccccc1N1CC(C(=O)N(Cc2nnc(-c3ccccc3Cl)o2)C2CC2)CC1=O (centres undefined)	-91	-2.3	8	.	1.3	6	-6	-28

Sorted by SMILES length (high to low): some entries from above
SMILES	CASP6 VEID inh	CFTR F508del cor	RAD54 branch	E-selectin induc	XiGFP reactiv	GSIS activator	DENV2 CPE rescue	RAD52 anneal inh
C[C@H](CO)N1C[C@H](C)[C@@H](CN(C)S(=O)(=O)c2cn(C)cn2)OCCCC[C@H](C)Oc2ccc(NS(=O)(=O)c3ccccc3)cc2C1=O	-6	1.9	-2	0.0	0.8	4	-2	1
COc1ccc(S(=O)(=O)N[C@H]2C=C[C@H](CC(=O)N3CCN(c4ccccc4)CC3)O[C@@H]2CO)cc1	0	1.0	-9	-1.8	0.6	-15	.	-5
CCCC(=O)N1CCC2(CC1)CN(C(C)=O)[C@H](CO)c1c2c2ccc(OC)cc2n1C	-1	-0.2	.	0.3	0.0	18	-6	-1
COc1cc(C(=O)NCC(c2ccco2)N2CCCC2)ccc1OCc1ccc(Cl)cc1Cl (centres undefined)	-1	-1.9	-3	.	0.4	0	1	-226
CN(C)c1ccc(-c2csc(C(C)(O)c3cccc(F)c3)n2)cc1 (centres undefined)	1	-0.3	-5	-0.5	0.0	-26	-9	-18
Cc1ccc(/C=N/NC(=O)c2nc3nc(C)cc(C)n3n2)cc1	1	.	.	-1.1	0.7	4	15	0
COc1ccc(C(=O)COC(=O)C2CCC(=O)N2)cc1 (centres undefined)	1	0.3	.	.	0.0	-1	2	-6
O=C(CCCCl)N1CCc2[nH]c3ccccc3c2C1	-8	-2.2	.	0.4	-0.1	6	4	2
COC1(C2=NCCN2)COc2ccccc2O1 (centres undefined)	0	2.1	-4	-2.6	0.0	.	-4	3
